Dengue-2 NS5 capping = Dengue-2 NS5 methyltransferase inhibitors, primary screen, biochemical, confirmation dose response (AID 588689); Genome polyprotein (Dengue virus type 2 (strain 16681-PDK53)); hit rate 0.3% among 340,000; Dengue-2 NS5 methyltransferase capping enzyme assay, biochemical; higher % means a stronger effect; one-dose inhibition, % at 25 µM; IC50 in µM for titrated hits; in the data active = a potency from the dose series; inconclusive = inhibition above about 29% without an active follow-up result
GPR55 antagonists = GPR55 antagonists blocking LPI-driven arrestin recruitment, primary screen, imaging, U2OS, beta-arrestin-GFP, LPI agonist (AID 2013). hit rate 0.13% among 290,000. one-dose inhibition, % at 10 µM; IC50 in µM for titrated hits. G-protein coupled receptor 55 (Homo sapiens). U2OS GPR55 beta-arrestin-GFP translocation imaging, LPI antagonism; higher % means a stronger effect;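 active = spots per cell inhibited over 60%, with over 100 cells counted and total cytoplasm intensity under 500,000; inconclusive = wells with under 100 cells, flagged as likely toxic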;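 note: U2OS cells stably carrying GPR55 and arrestin-GFP stimulated by 5 µM LPI near EC80; imaged beta-arrestin-GFP aggregate spots per cell after agonist stimulation; plate controls were LPI-stimulated DMSO wells for no effect and DMSO wells without LPI for full effect; some results filed as inactive read as strong as hits; confirmed hits need IC50 under 10 µM and bright autofluorescent wells are also inconclusive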
Salmonella PhoP GFP = inhibitors of PhoP regulon expression, primary screen, Salmonella Typhimurium, GFP reporter (AID 1863) | S. Typhimurium PhoP-regulated promoter GFP reporter, 4 h; higher % means a stronger effect | inhibition, % at 50 µM, or IC50 in µM where a hit was titrated | hit rate 0.16% among 300,000;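 active = inhibition over 29.93%, a cutoff 3 SD above the screen mean, later confirmed by dose response; inconclusive = inhibition over 29.93% but no dose response follow-up; inactive = inhibition at most 29.93% or unconfirmed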;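 note: 0% = low Mg2+ inducing control and 100% = high Mg2+ repressing control; strong numbers were not always called active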
GPR35 antagonists = GPR35 antagonists blocking zaprinast-driven arrestin recruitment, primary screen, imaging, U2OS, beta-arrestin-GFP, zaprinast agonist (AID 2058); G-protein coupled receptor 35 (Homo sapiens); U2OS GPR35 beta-arrestin-GFP translocation imaging, zaprinast antagonism; higher % means a stronger effect; one-dose inhibition, % at 10 µM; IC50 in µM for titrated hits; hit rate 0.052% among 290,000;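 active = inhibition of at least 50% with at least 30 cells and total cytoplasm GFP at most 10,000,000; inconclusive = under 30 cells or total GFP of 10,000,000 plus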
Rac1 GTP hydrolysis = MgcRacGAP GTPase-activating activity inhibitors, confirmation, biochemical, ADP Hunter fluorescence; MgcRacGAP-stimulated Rac1 GTP hydrolysis, ADP Hunter fluorescence; higher % means a stronger effect; GST-tagged Rac1 F28L mutant substrate; hit rate 0.6% among 340,000; AID 624330, 2012; one-dose inhibition, % at 30 µM; IC50 in µM for titrated hits; Rac GTPase-activating protein 1 (Homo sapiens);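 active = first-screen hits whose inhibition reached a set limit at any dose in the follow-up dose series; inconclusive = inhibition above the set first-screen limit but never retested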;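 note: fluorescence reports GDP produced by GAP-driven GTP hydrolysis; strong numbers were not always called active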
UTI89 phage lysis = inhibition of K1F phage lysis, E. coli UTI89, bacterial capsule biogenesis inhibitors, alamar blue (AID 488966). E. coli UTI89 K1F phage lysis, alamar blue, 2 h; higher % means a stronger effect. inhibition, % at 100 µM; hits with a dose series show IC50 in µM. hit rate 0.02% among 340,000;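 active = phage lysis inhibition, versus mean bacterial control, above a set limit; inconclusive = no clear call, values can overlap the other calls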;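 note: capsule biogenesis inhibitors block K1F phage lysis so surviving cells raise fluorescence; higher fluorescence means more inhibition of phage lysis; actives were called in the ten point dose series up to 300 µM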
Large T inhibition = SV40 large T antigen inhibitors, biochemical (AID 1903); SV40 large T antigen ATPase/helicase inhibition assay; higher % means a stronger effect; inhibition, % at 20 µM; hits with a dose series show IC50 in µM; hit rate 0.39% among 310,000; in the data active = a potency from the dose series; inconclusive = inhibition mostly from about 32% at the one dose, without a potency; inactive = the rest, 99 in 100 with inhibition below about 32%; note: strong numbers were not always called active
RSV antiviral HEp-2 = RSV antiviral activity via CPE protection, HEp-2 cells, primary 10 µM value included (AID 2391); HEp-2 cells, RSV-induced CPE inhibition; higher % means a stronger effect; one-dose CPE inhibition, % at 10 µM; IC50 in µM for titrated hits; hit rate 0.13% among 310,000; in the data active = a potency from the dose series; inconclusive = CPE inhibition mostly from about 23% at the one dose, without a potency; inactive = the rest, 99 in 100 with CPE inhibition below about 21%; note: strong numbers were not always called active
HIV peptide binding = inhibitors of HIV fusion peptide binding, primary screen, biochemical, uHTS, fluorescence dequenching (AID 1986); cell-free peptide binding, fluorescence dequenching, 30 min; higher % means a stronger effect; one-dose inhibition, % at 20 µM; IC50 in µM for titrated hits; hit rate 0.3% among 290,000; in the data active = inhibition mostly above about 52%, no sharp cut-off; inactive = mostly below about 76%; note: some results filed as inactive read as strong as hits
Dengue-2 NS5 capping pilot replicate = recorded beside Dengue-2 NS5 capping, whose call it bears; inhibition, %; measured here: pilot screen replicate inhibition
* = called active by the depositor; ? = inconclusive; · = no result given; [ ] = another dose, or the depositor's remark. An excerpt. The share of hits here may be higher or lower than overall.

SMILES	Dengue-2 NS5 capping	GPR55 antagonists	Salmonella PhoP GFP	GPR35 antagonists	Rac1 GTP hydrolysis	UTI89 phage lysis	Large T inhibition	RSV antiviral HEp-2	HIV peptide binding	others
CC(C)C/C(=N/O)c1c[nH]c2ccccc12	-1%	10%	0%	-13%	17%	-0.4%	0%	-0.3%	-0.4%
COc1cccc(CN2CCNCC2)c1OC	·	-5%	9%	17%	15%	2.2%	4%	2.1%	0.6%
C/C(=N\N1CCN(C)CC1)c1c(O)[nH]c(=O)[nH]c1=O	-11%	4%	-25%	5%	2%	3.6%	7%	2.5%	0.3%
COc1ccc(NC(=O)N2CCC3(CC2)OCCO3)cc1OC	-5%	1%	-2%	0%	4%	1.7%[50 µM]	7%	2.2%	-1.2%
CN(N)N=Nc1nc2c([nH]1)c(=O)n(C)c(=O)n2C	-3%	-16%	-5%	-8%	1%	0.3%	8%	0.5%	-1.0%
O=C(Cn1nc(-c2ccccc2)ccc1=O)N1CCC2(CC1)OCCO2	-5%	-3%	-12%	16%	5%	0.3%	6%	-0.9%	0.4%
COc1ccc(C(=O)C23CN4CN(CN(C4)C2)C3)cc1	2%	10%	-2%	-9%	11%	0.2%	5%	0.7%	0.7%
CCOc1ccc(C2CC(c3c(O)n(C)c(=O)n(C)c3=O)=NN2)cc1 (stereo unspecified)	1%	10%	-9%	4%	17%	-0.7%	13%	0.2%	-0.7%
CCOC(=O)c1c(N)n(Cc2ccco2)c2nc3ccccc3nc12	-8%	-4%	3%	13%	4%	-0.6%	22%	1.9%	-1.9%
CC12CN3CC(c4ccccc4)(CN(C1)C31CCCCC1)C2=O	-7%	2%	-13%	12%	3%	1.6%	16%	0.5%	-0.9%
CC(C)N1CCN(Cc2cccc3c2OCO3)CC1CCO (stereo unspecified)	2%	6%	-9%	14%	10%	0.4%	3%	1.8%	0.7%
C=CCN1C(=O)C2(C(C(=O)OCC)=C(N)Oc3ccccc32)c2c1c1ccccc1oc2=O (stereo unspecified)	-4%	-1%	3%	20%	0%	-0.2%	9%	1.1%	0.8%
C=CCn1c(O)c(/C(CC)=N/NC(=S)Nc2ccccc2)c(=O)[nH]c1=O	-1%	7%	-8%	-14%	-4%	-1.2%	21%	·	2.3%
CCOC(=O)Cn1cc(C(=O)c2ccccc2)c2ccccc21	-1%	4%	7%	-4%	-1%	0.0%	6%	1.0%	0.2%	Dengue-2 NS5 capping pilot replicate=-4.9
O=c1c2ccccc2nc(CN2CCCCCC2)n1-c1ccc(F)cc1	-5%	21%	-6%	-10%	3%	4.3%	9%	-1.5%	1.0%
COC(=O)C1=C(c2ccc(-c3ccccc3)c(F)c2)C[C@@H]2CC[C@H]1N2C(=O)N1CCCC1	-2%	·	·	·	7%	-0.3%	·	2.5%	·
CC(=O)OC1N=C(c2ccccc2Cl)c2cc(Br)ccc2NC1=O (stereo unspecified)	3%	3%	-10%	-4%	7%	0.7%	7%	·	0.6%
CCCCn1c(O)c(/C(C)=N/NC(=O)Nc2ccccc2)c(=O)[nH]c1=O	-1%	6%	-7%	4%	13%	0.4%	24%	0.8%	-2.0%
O=C1CC(N2CC=C(c3ccccc3)CC2)C(=O)N1c1ccc(F)cc1 (stereo unspecified)	4%	8%	11%	-14%	6%	-8.1%	19%	1.5%	11%
O=C1CN=C(c2ccc[nH]2)c2cc(Cl)ccc2N1	-6%	8%	-4%	-2%	13%	0.0%	3%	2.7%	0.4%
CN1CCN(/N=C/c2c(O)n(Cc3ccc(F)cc3)c(=O)[nH]c2=O)CC1	4%	2%	-6%	5%	8%	1.1%	19%	·	-1.6%
O=C(Cc1ccccc1)Oc1ccccc1N1C(=O)CCC1=O	7%	-7%	5%	5%	5%	0.2%	7%	1.3%	0.1%
C[C@H](N)CN1CCc2ccc(Br)cc21	-2%	·	-7%	·	4%	2.5%	2%	-2.2%	·
CN1CCN(c2ccc(C(N)=O)cc2N)CC1	-2%	-1%	-5%	1%	-2%	-0.5%	4%	0.3%	-0.5%
CN(C)C1(c2nnnn2CCOC(=O)Nc2ccc(Cl)cc2)CCCCC1	-1%	17%	-3%	4%	6%	-0.1%	5%	0.1%	2.7%
Fc1c(F)c(F)c(N2CCNCC2)c(F)c1F	-3%	16%	-4%	8%	4%	0.4%	9%	0.0%	-1.0%
O=C(COc1ccccc1)N1CCN(C2CC3CCC2C3)CC1 (stereo unspecified)	-9%	13%	9%	-4%	7%	2.9%	15%	-0.3%	2.0%
O=P(C(c1c[nH]c2ccccc12)N1CCOCC1)(N1CCOCC1)N1CCOCC1 (stereo unspecified)	-3%	-1%	6%	6%	4%	0.9%	1%	1.0%	0.2%
Cc1cc(/C=C2/C(=O)NC(=O)N(c3ccc(Br)cc3)C2=O)c(C)n1C	15%	3%	-6%	5%	14%	1.4%	8%	5.8%	15%
OCCN1C2CCC1CC(O)(c1ccc(F)cc1)C2 (stereo unspecified)	7%	-8%	-21%	5%	-3%	3.0%	1%	0.1%	-2.1%
O=C(Nc1ccc(C(F)(F)F)cc1)OC1CN2CCC1CC2 (stereo unspecified)	-9%	-10%	-1%	-9%	-7%	9.7%	8%	-0.8%	-0.6%
C=CCn1c(O)c(C=NCCN(C)C)c(=O)[nH]c1=O	-20%	18%	-3%	3%	-3%	2.6%	15%	0.5%	14%
COc1ccc2[nH]cc(C(=O)CN(C)C)c2c1	-5%	·	6%	·	0%	2.2%	3%	·	·
Cc1ccc(C2=NCC(=O)Nc3ccc(Br)cc32)cc1	0%	10%	0%	11%	15%	-0.8%	14%	1.7%	0.8%
CCn1c(=O)cc(SCC(=O)N2CCC3(CC2)OCCO3)c2ccccc21	1%	24%	-5%	-1%	-1%	6.8%	0%	-0.7%	-2.4%
CNc1cc(Cl)c2nonc2c1[N+](=O)[O-]	8%	1.1µM*	37µM*	-14%	2%	-2.0%	?	·	-2.7%
CC1(C)CC2(CCO1)NCCN1C(=O)CSC12 (stereo unspecified)	·	4%	11%	-11%	9%	0.1%	13%	0.3%	-1.7%
COc1ccc2c(c1)c(C(=O)O)c(C)n2C(C)C	-3%	-2%	-3%	12%	3%	0.2%	8%	3.4%	0.7%
COC(=O)C1=C(c2ccc(F)cc2OCc2ccccc2)C[C@@H]2CC[C@H]1N2C(=O)NCc1ccc([N+](=O)[O-])cc1	-4%	·	·	·	5%	0.8%	·	-0.3%	·
COc1cccc(-n2c(C)nc3ccccc3c2=O)c1	9%	1%	-4%	4%	-6%	-0.3%	16%	0.6%	-2.9%
O=c1[nH]c(=O)n(C2CCCCCC2)c(O)c1C=NCC1CCCO1 (stereo unspecified)	1%	2%	22%	-2%	-8%	0.0%	7%	0.2%	-2.8%
NP(=O)(OCC(F)(F)F)Oc1cccc2ccccc12 (stereo unspecified)	-3%	-3%	6%	6%	11%	4.3%	-3%	3.4%	1.3%
Cc1ccc(N)c(N)c1	5%	·	·	·	32%	-0.1%	·	2.1%	·
COC(=O)CSC1=NP(=S)(SCC(=O)OC)N2CCCC2=C1C#N (stereo unspecified)	2%	6%	-7%	2%	6%	0.4%	2%	1.0%	-0.9%
O=C1NC(=O)N(C2CCCCC2)C(=O)C1C1c2ccccc2C(=O)N1Cc1ccccc1 (stereo unspecified)	-10%	1%	2%	-7%	9%	0.2%	21%	1.3%	-0.7%
O=c1[nH]c(=O)n(-c2ccccc2)c(O)c1N=Nc1ccc(Br)cc1	0%	5%	-6%	11%	2%	-0.1%	6%	4.4%	-2.7%
O=C(O)c1ccccc1NC(=O)C1C2CCC(O2)C1C(=O)O (stereo unspecified)	·	-1%	3%	-4%	·	·	2%	3.0%	-1.3%
COc1ccc(CCNCc2ccc(F)cc2)cc1OC	-6%	5%	-8%	12%	8%	2.0%	6%	-0.4%	-0.5%
CN1CCN(C(=O)COc2ccc(S(=O)(=O)Nc3ccc(F)cc3)cc2)CC1	-8%	4%	7%	0%	12%	0.0%	-6%	-0.9%	-0.3%
CC(=NCCC1=CCCCC1)c1c(O)[nH]c(=O)[nH]c1=O	4%	-5%	-2%	6%	14%	0.0%	8%	0.2%	-2.0%
COC(=O)C1=C(c2ccc(S(C)(=O)=O)cc2)C[C@@H]2CC[C@H]1N2C(=O)N1CCC(O)CC1	-2%	·	·	·	6%	-0.6%	5%	0.7%	·
CC1CN=C(NCc2ccccc2Cl)S1 (stereo unspecified)	-5%	-5%	-1%	0%	12%	0.3%	7%	0.7%	-1.8%	Dengue-2 NS5 capping pilot replicate=-1.2
Nc1ncn[nH]1	-3%	·	·	·	-6%	-1.0%	21%	-1.4%	·
Cc1cccn2c(=O)c3c(nc12)N1CCc2ccccc2C1C1(C3)C(=O)NC(=O)N(C)C1=O (stereo unspecified)	-13%	2%	-11%	-9%	11%	2.6%	2%	1.7%	0.4%
CC(C)CN(CC(C)C)c1ccc(C=C2C(=O)NC(=S)NC2=O)cc1[N+](=O)[O-]	16µM*	2%	-2%	-7%	29%	-0.3%	22%	11%	18%
CCOC(=O)C(NC(=O)C(Cc1ccc(N(CCCl)CCCl)cc1)NC(C)=O)C(C)C (stereo unspecified)	-5%	7%	9%	-2%	-4%	0.4%	1%	2.1%	0.9%
COc1ccc(CCNCc2ccc(SC)cc2)cc1	·	7%	19%	12%	·	·	17%	-1.9%	0.9%
O=c1[nH]c(=S)n(Cc2ccco2)c(O)c1C=NCc1cccs1	3%	16%	3%	-4%	-7%	-3.4%	20%	1.0%	-0.6%
Cc1cc(C(=O)Nc2ccccc2)nn1C(C)(C)C	4%	-3%	7%	7%	14%	0.9%	6%	3.2%	-2.0%
